# Integrin act MD = activators of alpha7 integrin expression for muscular dystrophy; alpha7betagal myoblasts, beta-gal FDG fluorescence, 48 h; hit rate 0.064% among 350,000; AID 624291; Potency, µM (doses to about 38.3 µM), inactives show at the top dose activation, hits mostly activators;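 also: potency is read from the fitted curve at half-maximal effect; 100% = response of the positive control SU9516; nearly all actives have a fitted effect of over 60% in size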
#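 Alpha7betagal+/- myoblasts (passage 13) were plated 16-24 hr, then exposed to compounds (1:260 dilution of DMSO stock) for 48 hours at 37C. After MPER lysis, β-galactosidase reporter activity was read as FDG fluorescence (ex 480/em 540) after 30 minutes.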
# Menin MLL FP TR = inhibitors of human menin-MLL interaction, mutant MLL peptide; O00255; Menin + Texas Red MLL mutant peptide, fluorescence polarization; Potency, µM (highest dose often 61.6 µM), inactives show at the top dose FP activity change, negative = inhibition, usual class: inhibitors; hit rate 0.23% among 270,000; AID 1768; active = well fitted inhibition curve with a large enough effect in the polarisation, with a control signal flat, not every such curve was filed as active; inconclusive = small, poorly fitted or top-dose-only effect, or effect the other way, or a change in a side signal; inactive = no such curve, though single readings can be large or run the other way; the % refers to the polarisation; also: potency is read from the fitted curve at half-maximal effect; % of control where 0% means no effect; many of its hits are not listed in these tables
# AT treatment = potential ataxia-telangiectasia treatment; […] A-T fibroblasts, KAP-1 phosphorylation AlphaLISA; neocarzinostatin DNA damage 30 min before lysis; Potency, µM (series often up to 57.5 µM), for inactives: top-dose activation, most hits filed as activators; hit rate 0.19% among 320,000; also: potency is read from the fitted curve at half-maximal effect; % of control where 0% means no effect; nearly all actives have a fitted effect of over 45% in size
#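 ATM-like activity read as KAP-1 phosphorylation via AlphaLISA donor/acceptor antibody pairs after lysis and 6 hr at 25C. Cells were ATM-null patient fibroblasts ([…], hTERT), dosed 60 min, then exposed to the DSB inducer NCS for 30 min.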
# TCR act = activators of T cell receptors; Potency, µM (doses to about 9.22 µM), for inactives: top-dose activation of IL-2 secretion, hits mostly activators; primary human leukocytes, anti-CD3, IL-2 HTRF, 48 h; 330,000 tested, under 10 active; AID 504894; also: % of control where 0% means no effect
#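 Primary human leukocytes receive a-CD3 beads and test compound and are incubated 48 hr. Secreted IL-2 is then assayed by HTRF, measuring 665nm acceptor emission after 320nm excitation of the europium donor.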
# MBNL1 CUG block = inhibitors of human MBNL1 binding to CUG repeat RNA; Potency, µM (top dose mostly 57.5 µM), for inactives: at the highest dose activity change, negative = inhibition, hits mostly inhibitors; hit rate 0.036% among 280,000; TR-FRET MBNL1-His/biotin-(CUG)12 binding, 665/545 ratio; active = well fitted inhibition curve with a large enough effect in the signal ratio, with a control signal flat, not every such curve was filed as active; inconclusive = small, poorly fitted or top-dose-only effect, or effect the other way, or a change in a side signal; inactive = no such curve, though single readings can be large or run the other way; the % refers to the signal ratio; also: potency is read from the fitted curve at half-maximal effect; % is scaled to controls: 0 for no effect and ±100 for the full control effect
#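 Ratiometric TR-FRET (665 over 545 nm, excitation 340 nm) tracks disruption of MBNL1-His/biotin-(CUG)12 complex after 60 min at room temperature, with compounds at 92 nM to 58 uM final.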
# MLL CXXC-DNA inh = MLL CXXC-DNA interaction inhibition; Q03164; MLL-CXXC / FITC-HOXA9 DNA fluorescence polarization; Potency, µM (doses to about 115 µM), inactives show at the top dose activity change, negative = inhibition, most hits filed as inhibitors; hit rate 0.037% among 290,000; AID 2662; active = well fitted inhibition curve with a large enough effect in the polarisation, with a control signal flat, not every such curve was filed as active; inconclusive = small, poorly fitted or top-dose-only effect, or effect the other way, or a change in a side signal; inactive = no such curve, though single readings can be large or run the other way; the % refers to the polarisation; also: potency is read from the fitted curve at half-maximal effect
#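 Steps: dispense CXXC domain solution (7 uM) → pin compounds or unlabeled HOX-A9 DNA control → 5 min ambient → add FLSN-HOX-A9 solution (50 nM) → spin → 30 min ambient → fluorescence polarization. Tris pH 7.5/NaCl/DTT/BSA buffer.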
# TSHR antag = human thyrotropin receptor antagonism; activity change, negative = inhibition, % at 11.5 µM; TSHR-expressing cells, TSH-stimulated cAMP HTRF, 2 h; stronger effect = lower value; P16473; AID 504810; hit rate 0.2% among 330,000;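 active = activity change below a set negative limit, meaning inhibition stronger than a set level, cut at about -70% in these data; inconclusive = activity change between two set negative limits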; also: % is scaled to controls: 0 for no effect and ±100 for the full control effect
# Target sequence (P16473 whole entry, looked up): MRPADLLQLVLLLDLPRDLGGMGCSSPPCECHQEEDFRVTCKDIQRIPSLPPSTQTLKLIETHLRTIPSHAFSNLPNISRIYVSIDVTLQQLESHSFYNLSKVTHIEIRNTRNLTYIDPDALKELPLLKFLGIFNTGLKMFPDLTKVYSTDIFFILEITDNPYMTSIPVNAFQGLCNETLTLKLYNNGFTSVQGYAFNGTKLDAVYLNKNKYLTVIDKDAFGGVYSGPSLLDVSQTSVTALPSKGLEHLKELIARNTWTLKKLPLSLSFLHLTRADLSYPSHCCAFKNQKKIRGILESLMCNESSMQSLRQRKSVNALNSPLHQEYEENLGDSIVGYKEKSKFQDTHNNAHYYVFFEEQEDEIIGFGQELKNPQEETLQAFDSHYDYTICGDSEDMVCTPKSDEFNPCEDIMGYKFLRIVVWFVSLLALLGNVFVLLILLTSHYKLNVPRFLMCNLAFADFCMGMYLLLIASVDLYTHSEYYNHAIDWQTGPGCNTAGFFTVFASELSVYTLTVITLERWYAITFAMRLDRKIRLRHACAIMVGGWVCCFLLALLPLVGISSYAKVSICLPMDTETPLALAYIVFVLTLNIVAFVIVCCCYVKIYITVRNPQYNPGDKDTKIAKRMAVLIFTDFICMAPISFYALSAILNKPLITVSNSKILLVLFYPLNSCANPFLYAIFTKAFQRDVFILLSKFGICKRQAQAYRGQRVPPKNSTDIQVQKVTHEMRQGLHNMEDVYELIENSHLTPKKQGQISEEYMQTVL
#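 Freshly harvested TSHR cells receive pin-tooled compound, then EC80 TSH at 4nM final. After 2 hours at 37 deg C, antibody in lysis buffer and cAMP-d2 are added; 30 minutes at ambient temperature precede the HTRF read.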
# Mito fusion act = blocks mitochondrial division or promotes mitochondrial fusion; S. cerevisiae fusion-defective mutant growth rescue, CellTiterGlo 48 h; Potency, µM (titrated, usually from 46.1 µM), without a hit: at the top dose growth rescue (activation), usual class: activators; AID 485298; hit rate 0.23% among 320,000;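 also: potency is read from the fitted curve at half-maximal effect; % of control where 0% means no effect; nearly all actives have a fitted effect of over 45% in size; temperature-sensitive fusion mutants such as fzo1-1 at 37 °C on non-fermentable ethanol glycerol medium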
#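 Read-out: ATP-based luminescence (CellTiterGlo, 10 min ambient) reporting growth of fusion-defective ts yeast after 48 hours at 37C on glycerol/ethanol YPEG medium in the presence of compound.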
# S-ASM inh = human S-ASM enzyme inhibition; AID 504937; hit rate 0.006% among 340,000; placental ASM, HMU-PC fluorogenic substrate, 60 min; Potency, µM (series often up to 57.5 µM), for inactives: at the top dose activity change, negative = inhibition, actives largely listed as inhibitors; P17405; also: potency is read from the fitted curve at half-maximal effect
#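 Fluorogenic HMU-PC substrate (9 uM final) is turned over by placental ASM in 60 min at 37 C after a 10 min compound preincubation. Reaction ended by alkaline stop (pH 10), with fluorescence read at 386/447 nm.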
# PTAP TSG101 blk = blocks PTAP/TSG101 interaction to inhibit HIV-1 budding; Fluorescence polarization, FITC-PTAP peptide / Tsg101 binding; Q99816; Potency, µM (series often up to 115 µM), inactives show top-dose activity change, negative = inhibition, hits mostly inhibitors; 340,000 tested, under 10 active; active = well fitted inhibition curve with a large enough effect in the main read-out, with a control signal flat, not every such curve was filed as active; inconclusive = small, poorly fitted or top-dose-only effect, or effect the other way, or a change in a side signal; inactive = no such curve, though single readings can be large or run the other way; also: potency is read from the fitted curve at half-maximal effect; % of control where 0% means no effect
#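 Fluorescence anisotropy tracks displacement of a FITC-tagged PTAP peptide (50 nM) from the Tsg101 binding domain (10 uM), following a 20 min room-temperature incubation at pH 7.5.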
# Active calls of the source: *; i = inactive; u = inconclusive; x = not tested or not shown; [ ] = remark or other dose. Unless noted, calls follow the shape of the dose curve; as a rule, active = well fitted curve in the direction sought with a large enough effect; inconclusive = small, poorly fitted or top-dose-only effect, or another doubt; inactive = no such curve, though single readings can be large; an effect the other way counts as inactive or inconclusive.
canonical_smiles	Integrin act MD	Menin MLL FP TR	AT treatment	TCR act	MBNL1 CUG block	MLL CXXC-DNA inh	TSHR antag	Mito fusion act	S-ASM inh	PTAP TSG101 blk
CN(C(=O)Nc1ccccc1)C1CCCc2ccccc21 (configuration not stated)	6%	2%	0%	3%	-5%	-1%	3	15%	-9%	0%
O=C1CC(c2cccs2)Cc2nc(NCC3CCCO3)ncc21 (configuration not stated)	-20%	9%	x	3%	8%	2%	4	9%	-1%	2%
O=C(O)CC(NS(=O)(=O)c1ccc(Br)cc1)c1ccco1 (configuration not stated)	-14%	3%	-8%	-5%	-4%	-4%	-5	6%	0%	-5%
O=C(NC(=S)Nc1cccc(-c2ccc(CO)o2)c1)c1cccs1	6%	-24%	3%	8%	5%	21%	-8	0%	-7%	1%
Cc1cccc(NC(=O)CSc2nnc(-c3ccco3)n2CC2CCCO2)n1 (configuration not stated)	21%	-11%	-1%	-1%	5%	6%	4	0%	-3%	-3%
Cc1ccc(S(=O)(=O)Nc2ccc3c(c2)CCC3)cc1	24%	8%	7%	-11%[46.1 µM]	-23%	29%	32	u	-3%	0%
Nc1ncnc2c1ncn2C1OC(CO)C(O)C1N (configuration not stated)	28%	x	7%	-1%	-8%	-1%	-6	-1%	3%	2%
CCCCNC(=O)[C@H]1N2C(=O)c3c(ccc(OC)c3OC)C2SC1(C)C (some centres not stated)	-13%	u	-5%	-11%	-10%	-10%	5	-15%	6%	-3%
CCOCCc1nn2c(=O)cc(CSCC(=O)Nc3cccc(C)c3C)nc2s1	u	-5%	5%	-6%	-3%	1%	8	-1%	3%	-2%
Cn1cnnc1SCC(=O)NCCc1ccccc1	20%[7.66 µM]	1%	x	3%	3%	-1%	-2	-1%	1%	0%
COCCCNC(=S)NNC(=O)c1csc(C)n1	-2%	x	63%	1%	-3%	16%	16	-4%	1%	-2%
COc1nc(C#N)c(N2CCOCC2)o1	2%[7.66 µM]	0%	-4%	8%	3%	2%	-5	-4%	6%	-8%
Cc1ccc(NC(=O)NNC(=O)C2CC(c3cccs3)=NO2)cc1 (configuration not stated)	-13%	15%	9%	7%	14%	-2%	-3	0%	-3%	-2%
CCCCn1c(N)c(N(CC(C)C)C(=O)c2ccc(S(=O)(=O)N3CCCCCC3)cc2)c(=O)[nH]c1=O	3%	x	-5%	0%	x	x	2	0%	4%	-3%
O=C(CCC(=O)Nc1ccccc1Cl)N/N=C/c1ccccc1	-10%	24%	16%	2%[46.1 µM]	5%	4%	-8	0%	-3%	-1%
Cc1ccc(CCNC(=O)c2cc(S(=O)(=O)N3CCOCC3)cn2C)cc1	-6%	-3%	10%	-6%	-1%	x	0	3%	0%	0%
Cc1cc(-c2ccc(Cl)cc2)c(C#N)c(N)n1	22%	3%	1%	1%	176%[activator]	16%	12	1%	14%	-3%
CC(Oc1ccccc1)C(=O)Nc1ccc(S(=O)(=O)N2CCN(C)CC2)cc1 (configuration not stated)	15%	x	-6%	2%	x	x	1	-2%	-2%	-1%
COC(=O)c1c(NC(=O)c2ccco2)sc(C(=O)N2CCCC2)c1C	0%	u	12%	0%	23%	-15%	-13	2%	1%	-8%
CCc1nc2oc3cc(OC)ccc3c(=O)c2c(=O)n1-c1ccccc1	u	-12%	4%	3%	-3%	-6%	5	0%	2%	-10%
CCN(CC)S(=O)(=O)c1cc(NC(=O)CSc2n[nH]c(N)n2)ccc1C	34%	x	-3%	7%	x	x	-32	-4%	6%	-1%
O=C(Oc1ccc(/C=N/NC(=O)c2ccccn2)cc1)c1ccc(Br)cc1	22%	x	x	-1%	x	x	x	x	0%	0%
C=CCn1c(Cc2ccc(OCC)cc2)nnc1SCC(N)=O	3%	-9%	-3%	x	-1%	-7%	3	5%	-1%	0%
NC(=O)c1ccc[n+](CC(=O)c2ccc(Br)cc2)c1	-3%	-24%	2%	5%	18%	1%	-2	-1%	-1%	-1%
CC(=O)Nc1cc(NC(C)=O)cc(C(=O)OCC(=O)N(c2ccccc2)C2CCS(=O)(=O)C2)c1 (configuration not stated)	4%	x	-5%	x	x	x	-9	-3%	8%	-3%
CCOC(=O)c1cc(C)[nH]c(=O)c1C#N	4%	11%	u	1%	u	23%	27	18%	i	-6%
Cc1cccc(Cn2c(=O)n(CCCC(=O)NCc3ccco3)c(=O)c3ccccc32)c1	-36%[inhibitor]	-2%	-9%	0%	-1%	16%	-1	11%	-1%	-3%
CCCS(=O)(=O)N1CCN(CC2CC=CCC2)CC1 (configuration not stated)	8%[7.66 µM]	-5%	8%	-1%	-7%	8%	-2	2%	3%	1%
O=C(Nc1cccc(S(=O)(=O)N2CCOCC2)c1)c1ccc(N2CCOCC2)c([N+](=O)[O-])c1	-31%	15%	-5%	4%[46.1 µM]	18%	-2%	-17	-5%	-10%	-1%
Cc1ccc(C)c(N2CCN(CCCNC(=O)Cn3cccc3C(=O)c3ccccc3C)CC2)c1	-70%[inhibitor]	u	-3%	4%	1%	15%	19	-1%	-4%	2%
Cc1ccc(C(=O)N2CCN(c3ccc([N+](=O)[O-])cc3)CC2)o1	-36%[inhibitor]	x	-3%	2%	u	11%	-7	6%	-11%	1%
Cc1cccc(-n2nnc(C(=O)N3CCc4ccccc4C3)c2N)c1	-3%	x	-2%	-3%	-6%	0%	-18	7%	-1%	-5%
NC(=O)C1CCN(C(=O)CCn2c(=O)oc3ccccc32)CC1	-37%	x	9%	3%	x	x	-4	3%	-1%	2%
CNCc1ccccc1OCC(=O)Nc1ccccc1OC	12%	0%	x	-8%	-7%	-3%	-5	2%	6%	-6%
Cc1ccc([N+](=O)[O-])c(OCCCN2C(=O)NC(C)(C)C2=O)c1	0%	-16%	10%	-2%	8%	3%	28	2%	4%	-2%
N#CCc1c(C#N)c(N)nc(N2CCN(C=O)CC2)c1C#N	-12%	2%	-1%	6%	x	3%	4	-1%	3%	-2%
CC(=O)c1cccc(OC(=O)c2cc(S(=O)(=O)N3CCOCC3)ccc2N2CCCC2)c1	19%	x	11%	4%	x	x	4	2%	-3%	-2%
COC(=O)c1cc(CNC(=O)c2cccc(Cl)c2)ccc1OC	-10%	-4%	11%	2%[46.1 µM]	1%	6%	3	-1%	-2%	-1%
CCOC(=O)[C@H]1[C@H]2COc3cc(OC)ccc3[C@@H]2N2C(=O)c3cc(C)ccc3NC(=O)[C@@]12C	u	x	11%	0%	x	x	4	11%	-7%	0%
O=C(Oc1nsnc1N1CCOCC1)N1CCCCC1	7%	x	x	-3%	x	x	x	x	6%	-6%
CCOP(=O)(OCC)C(NC(=O)Nc1ccc(Cl)c(Cl)c1)c1ccccc1 (configuration not stated)	-21%	30%	11%	7%[46.1 µM]	-10%	0%	-6	-2%	-3%	0%
CC(C)Oc1ccc(/C=C(\C#N)C(=O)NC2CC2)cc1	-27%	x	x	-2%	x	x	x	x	1%	-5%
CCN(CC)CCNC(=O)CN1C(=O)COc2ccc(S(=O)(=O)N3CCOCC3)cc21	u	x	-1%	10%	-5%	0%	-8	8%	5%	-2%
O=C(CCC1CCCCC1)Nc1ccc(S(=O)(=O)Nc2nccs2)cc1	-6%	u	x	x	-14%	-5%	1	0%	-1%	-2%
Cc1nnc(SCC(=O)Nc2ncc3c(n2)CC(C)(C)CC3=O)s1	5%	-2%	3%	-1%	-1%	4%	-1	0%	3%	1%
O=C(Cn1nnc(-c2ccccc2)n1)NCc1cccs1	17%	-2%	10%	9%	-8%	5%	-15	2%	0%	-2%
CSc1cccc(NC(=O)c2ccc(NC3=NC4CS(=O)(=O)CC4S3)cc2)c1 (configuration not stated)	-12%	u	11%	-1%	-2%	x	-4	-4%	-4%	-2%
O=C(Cn1cnc(Cl)c1Cl)c1ccccc1	4%	9%	-1%	3%	-1%	-1%	-5	6%	-1%	-5%
COc1ccc(NC(=O)CN(C)C(=O)CCNS(=O)(=O)c2ccc(Br)cc2)cc1	-4%	x	0%	3%	-2%	6%	0	1%	0%	-4%
Cn1c(N)c(C(=O)Nc2c(Cl)cccc2Cl)sc1=S	26%	x	-18%	2%	10%	-12%	-14	-6%	0%	1%
CN(C)CCCN(C(=O)c1ccc(S(=O)(=O)N2CCCCCC2)cc1)c1nc2c(F)cccc2s1	14%	x	17%	0%	2%	-6%	6	-8%	-4%	-2%
O=C(NNC(=S)NC1CCCCC1)c1ccc(Cl)s1	-25%	u	2%	6%	-7%	9%	2	-1%	6%	1%

# Assay outcomes (PubChem BioAssay)

# Only part of the results is shown; count on the stated rates, not on these rows.
